S1P2 blocker: S1P2 (human) receptor antagonism; cell-based S1P2 antagonist assay, inhibition at 5 uM; O95136; inhibition, % at 5 µM; 97,000 tested, 0.21% active; in the data active = inhibition above about 45%;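 also: CRE beta-lactamase reporter cells expressing human S1P2 stimulated with S1P; 0% = agonist at EC80 alone and 100% = agonist plus reference antagonist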
EphB4 antag: EphB4-ephrin-B2 interaction antagonism; inhibition, % at 7 µM; 97,000 tested, 0.15% active; EphB4 LBD / TNYL-RAW-Alexa532 peptide, fluorescence polarization; P54760;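 active = inhibition above the screen-wide mean inhibition plus 3 SD, cut at about 15% in these data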;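 also: 0% = DMSO wells and 100% = excess unlabeled TNYL-RAW peptide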
FAK blocker: inhibitors of human focal adhesion kinase; 97,000 tested, 0.84% active; inhibition, %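 (tested at 7 µM)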; Q05397; biochemical FAK kinase activity assay; in the data active = inhibition above about 19%;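 also: 0% = DMSO and 100% = reference compound high control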
Target sequence (Q05397 whole entry, looked up): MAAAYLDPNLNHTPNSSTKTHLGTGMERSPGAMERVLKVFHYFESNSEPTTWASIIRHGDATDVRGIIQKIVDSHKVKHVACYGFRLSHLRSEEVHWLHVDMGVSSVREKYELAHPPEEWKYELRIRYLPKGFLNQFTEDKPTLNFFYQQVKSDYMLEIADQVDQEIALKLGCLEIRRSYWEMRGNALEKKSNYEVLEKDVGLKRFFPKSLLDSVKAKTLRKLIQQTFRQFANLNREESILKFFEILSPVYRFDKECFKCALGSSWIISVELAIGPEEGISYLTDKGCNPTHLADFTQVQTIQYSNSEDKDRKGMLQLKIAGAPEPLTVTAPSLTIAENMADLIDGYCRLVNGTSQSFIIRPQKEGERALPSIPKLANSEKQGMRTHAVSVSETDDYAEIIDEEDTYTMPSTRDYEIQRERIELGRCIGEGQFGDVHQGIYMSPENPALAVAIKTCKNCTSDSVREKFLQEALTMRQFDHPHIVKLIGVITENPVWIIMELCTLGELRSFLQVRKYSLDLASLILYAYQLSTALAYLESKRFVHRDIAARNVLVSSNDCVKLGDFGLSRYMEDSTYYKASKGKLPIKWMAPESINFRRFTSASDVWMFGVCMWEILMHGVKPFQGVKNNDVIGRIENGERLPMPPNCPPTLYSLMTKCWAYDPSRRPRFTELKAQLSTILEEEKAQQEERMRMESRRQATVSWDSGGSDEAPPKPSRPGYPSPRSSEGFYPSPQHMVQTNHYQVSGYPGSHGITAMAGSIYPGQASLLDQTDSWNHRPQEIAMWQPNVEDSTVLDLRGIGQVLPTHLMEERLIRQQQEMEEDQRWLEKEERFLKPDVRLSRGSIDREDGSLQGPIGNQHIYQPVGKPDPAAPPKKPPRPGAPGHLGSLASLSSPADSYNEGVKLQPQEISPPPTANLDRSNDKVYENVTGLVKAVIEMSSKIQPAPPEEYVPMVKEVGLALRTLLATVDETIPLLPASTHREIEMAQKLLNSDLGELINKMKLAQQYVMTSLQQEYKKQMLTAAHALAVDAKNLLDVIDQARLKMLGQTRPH
PostGolgi yeast: growth inhibition of a yeast mutant, post-Golgi transport screen. post-Golgi transport phenotypic cell assay. AID 739. inhibition, % at 10 µM. 98,000 tested, 0.9% active;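 also: yeast cells grown in 1536-well plates; yeast grown about 18 h at 30C before absorbance read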
PTPN22 inh 2: inhibitors of human LYP (PTPN22) phosphatase; recombinant LYP catalytic domain, DiFMUP fluorescence; inhibition, % at 2 µM; Q9Y2R2; AID 640; 96,000 tested, 0.21% active;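 active = inhibition at 2 µM at or above a set limit, the screen mean plus 3 SD, cut at about 24% in these data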;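 also: 0% = DMSO with enzyme and 100% = enzyme fully blocked by orthovanadate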
LYP act: increases human PTPN22 phosphatase activity | Q9Y2R2 | recombinant LYP, DiFMUP fluorescence; 0 = plate median, 100 = signal doubled | activation, % at 2 µM | 96,000 tested, 0.11% active;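 active = activation at 2 µM above a set limit, the mean plus 5 SD, cut at about 37% in these data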
Rev-RRE block: HIV Rev-RRE protein-RNA interaction inhibition; P05866; Rev peptide-RRE RNA binding, FRET; inhibition, % at 8 µM; 97,000 tested, 0.79% active; AID 704;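 active = inhibition above the screen-wide mean plus 3 SD, cut at about 35% in these data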;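 also: 0% = median DMSO wells and 100% = median Neomycin B control wells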
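Probe or stimulus: fluorescein-Rev peptide as binding partner; assay system: Cy5-tagged RRE RNA duplex with fluorescein-tagged Rev peptide; timing: 5 min compound–RNA preincubation, then 15 min with peptide, 25 °C; medium: HEPES pH 7.5 buffer with KCl, MgCl2, NaCl and EDTA; signal: fluorescein-to-Cy5 FRET, 480 nm excitation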
S1P2 ag: activates the human S1P2 receptor; O95136; S1P2-expressing cell line, agonist reporter read-out; activation, % at 4.5 µM; 97,000 tested, 0.46% active; in the data active = activation above about 16%;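 also: 0% = vehicle low control and 100% = maximal reference agonist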
PostGolgi ctrl: inhibits growth of the yeast control strain; 98,000 tested, 5% active; efflux-deficient yeast background strain, growth absorbance A615, 16 h; inhibition, % at 10 µM
* = called active by the depositor; . = no result given. Rule as the data show it, unless noted: active = inhibition above about 30%; inactive = the rest.

mol,S1P2 blocker,EphB4 antag,FAK blocker,PostGolgi yeast,PTPN22 inh 2,LYP act,Rev-RRE block,S1P2 ag,PostGolgi ctrl
Cc1ccccc1C(=O)Nc1c(C(=O)N2CCCC2)cnn1-c1ccccc1,-16,-7,-1,3,-7,6,-2,0,4
S=C(NCc1ccco1)N1CCN(C(c2ccccc2)c2ccccc2)CC1,12,-2,2,-5,4,-1,-6,-5,27
CC(=O)NC1CC2CCCC(C1)N2CC(=O)Nc1ccccc1 (stereo not drawn),5,-4,-1,-7,-5,3,1,-9,-9
CCCc1cc(C(=O)Nc2ccc(C)cc2)no1,24,3,1,-8,5,-5,6,-5,5
Cc1ccc(S(=O)(=O)N2CN(Cc3ccco3)c3nc4ccccc4nc32)cc1,5,3,4,-2,1,1,16,-2,20
COc1ccc(C(=O)COc2ccc(NC(C)=O)cc2)cc1,-2,3,7,-2,-1,0,9,-4,1
CC(C)N1CC(O)=C(c2nc3ccccc3c(=O)[nH]2)C1=N,-12,-1,3,2,1,-1,2,-7,2
COc1cc(COCC(O)CN2CCOCC2)cc(OC)c1OC (stereo not drawn),11,-6,1,-3,-5,3,4,-5,0
Cc1cc(C)cc(N=C(NO)c2cccc([N+](=O)[O-])c2)c1,-2,4,3,-7,12,-8,12,-3,8
COc1ccc(Nc2cc(C(=O)NCCCN3CCN(C)CC3)c3ccccc3n2)cc1OC,15,5,7,-6,8,-10,1,-9,-1
Cc1cccc(NC(=S)NN2CCOCC2)c1C,4,-2,0,-4,6,-4,12,-2,0
Cc1ccc(S(=O)(=O)N/N=C\c2ccc(Cl)c([N+](=O)[O-])c2)cc1,4,8,1,2,4,1,5,-8,1
CC(C)Sc1nc(N)nc(-c2cccs2)c1C#N,-10,-3,13,13,.,.,7,4,80*
O=C(c1cnccn1)N(c1ccccc1)C1(C(=O)NC2CCCC2)CCCCC1,-22,-5,0,-1,6,-2,0,2,12
CCOc1ccc(C2CC(c3cccc(OC)c3)Nc3ncnn32)cc1 (stereo not drawn),.,.,.,0,-2,1,.,.,21

mol,S1P2 blocker,EphB4 antag,FAK blocker,PostGolgi yeast,PTPN22 inh 2,LYP act,Rev-RRE block,S1P2 ag,PostGolgi ctrl
COc1cc(-c2nc3n(n2)C(c2cccc(OC)c2OC)C2=C(CCCC2=O)N3)cc(OC)c1OC (stereo not drawn),-38,-4,-3,9,-5,4,-3,27*,-9
CNC(=O)n1ccc(C(=O)N2CCCCC2)n1,-23,-8,-2,6,0,3,5,-2,10
COC(=O)CSc1nnc(C)n1-c1cccc(OC)c1,15,4,-3,6,7,-5,7,-6,12
Cc1nnc(NC(=O)c2ccccc2Br)s1,19,-1,3,15,-1,0,7,-3,3
CCOC(=O)c1cn(CC)c2cc(N3CCSCC3)c(F)cc2c1=O,8,-3,-2,0,9,-12,5,1,6
Cc1ccccc1C(=O)NNC(=O)C(C)N1C(=O)c2ccccc2C1=O (stereo not drawn),5,-5,3,3,7,-1,4,-1,9
O=C(Nc1cccc(Cl)c1)NC1(C(=O)NCc2cccs2)CCCCC1,17,-9,3,2,-8,13,10,-1,11
COc1ccccc1-c1nnc(SCC(=O)NCc2c(C)c(Cl)cc(C(C)C)c2O)o1,17,-2,0,-15,0,-2,8,-1,29
COC(=O)C1=C(C)N(C)C(C)=C(C(=O)OC)C1c1ccncc1,-12,2,0,2,-11,10,1,-1,12
O=C(Cn1cccc1)Nc1ccc(OC(F)(F)F)cc1,-7,-3,-5,-4,-1,0,-1,0,7
O=S(=O)(c1ccc(F)cc1)N1CN(Cc2ccco2)c2nc3ccccc3nc21,-16,-1,0,-8,2,-1,29,-2,18
CN(C(=O)c1ccccc1)C1(C)CCS(=O)(=O)C1 (stereo not drawn),10,-2,4,16,-2,0,6,-4,7
S=c1nc(C2CC2)[nH]c2ccccc12,-29,0,2,-1,0,-1,-4,-2,-2
CC(=O)N1CCN(c2ccc(NC(=O)COc3ccc(Cl)cc3Cl)cc2)CC1,-5,-11,2,7,1,-1,3,-5,-5
CC(=O)Nc1ccccc1N(C)S(=O)(=O)c1ccc(C)cc1,3,5,2,5,-5,3,8,-4,2

mol,S1P2 blocker,EphB4 antag,FAK blocker,PostGolgi yeast,PTPN22 inh 2,LYP act,Rev-RRE block,S1P2 ag,PostGolgi ctrl
O=C1NCCN/C1=C\C(=O)c1ccccc1,-14,6,1,5,-8,8,0,-2,7
NC(=O)Nn1c(CCC(=O)O)ccc1-c1ccc(F)cc1,3,1,-3,2,-8,13,-1,-4,-2
COc1ccc(N2CCN(S(=O)(=O)c3ccc(C(=O)NC4CCCC4)cc3)CC2)cc1,-12,-8,-1,-4,-17,14,2,-2,5
O=C(Nc1cccc(Cl)c1N1CCCC1)c1ccc(Br)o1,-21,-4,7,0,-5,3,16,-2,12
Nc1cccc(-c2cn3cc(C(F)(F)F)cc(Cl)c3n2)c1,5,4,-3,-7,.,.,-2,-5,14
CC(=O)NS(=O)(=O)c1ccc(NC(=S)NC(=O)c2ccco2)cc1,8,4,-5,-3,-5,9,8,-6,-5
CS(=O)(=O)Nc1cccc(C2=NN(S(=O)(=O)c3ccccc3)C(c3cccs3)C2)c1 (stereo not drawn),21,4,1,11,-4,7,14,-7,17
CCC(C)NC(=O)COc1ccc(Br)c(C)c1 (stereo not drawn),-1,7,-1,-10,0,0,10,-1,4
CCN1C(=O)/C(=C\c2ccco2)C(C(=O)OC)=C1C,-22,-11,-2,14,-2,0,-2,-2,-4
CCn1c(-c2cccnc2Cl)nc2cc(Cl)c(Cl)cc21,0,-7,7,23,4,2,8,0,12
Cc1cc(C)c(NC(=O)c2ccc(S(=O)(=O)N(C)C)cc2)c(C)n1,-14,-6,-1,0,-1,1,2,0,20
CC1CCc2c(sc(NC(=O)CN3CCN(C(=O)c4ccco4)CC3)c2C#N)C1 (stereo not drawn),0,3,0,15,11,-9,0,-4,28
CCOCCCn1cnc2c(c1=O)c1nc3ccccc3nc1n2-c1ccccc1,-7,-4,0,-6,-2,1,1,-4,8
O=C(O)c1cc(-c2ccccc2)n(-c2ccccc2C(=O)O)n1,4,8,3,4,4,-4,7,-7,-4
CCC(C)c1ccc(O)c(NC(=O)c2cncc(Br)c2)c1 (stereo not drawn),-18,-3,1,-4,-8,7,6,-2,14

mol,S1P2 blocker,EphB4 antag,FAK blocker,PostGolgi yeast,PTPN22 inh 2,LYP act,Rev-RRE block,S1P2 ag,PostGolgi ctrl
CCOc1cc(CNc2ccccc2SC)ccc1O,5,-8,3,1,-9,4,-1,-4,18
CCn1c(N)c(C(=O)NC2CCCCC2)sc1=S,-7,3,0,.,-5,7,-3,-6,.
Cc1ccc(C2=NN(C(=S)Nc3ccccc3)C(c3ccco3)C2)cc1 (stereo not drawn),-8,-1,0,-8,2,-2,3,-2,7
Cc1ccc(/C=C/c2nnc(-c3ccc(C)cc3)o2)cc1,-18,-4,2,18,-3,8,7,-6,-1
COc1ccccc1CN1C(=O)c2ccncc2C1=O,24,-1,-1,-2,1,-1,2,-3,2
Cc1c(C(=O)NCCC2=CCCCC2)oc2ccc(S(=O)(=O)N3CCC4(CC3)OCCO4)cc12,41,13,11,-22,4,0,4,-9,9
Cc1nn(Cc2c(F)c(F)c(F)c(F)c2F)c(C)c1NC(=O)c1nn(C)cc1[N+](=O)[O-],3,2,-1,-28,-7,3,5,-6,8
CCCCCSc1nnc2c(n1)OC(C)N(C(C)=O)c1ccccc1-2 (stereo not drawn),4,0,0,-5,.,.,6,-2,12
CCn1c(SCC(=O)NCc2ccccc2)nnc1-c1c[nH]c2ccccc12,2,1,1,-7,-8,7,-3,-2,1
COCCCN1CC23C=CC(O2)C(C(=O)OC)C3C1=O (stereo not drawn),0,-4,3,.,-6,5,4,-6,.
Cc1cc(NC(=O)c2c(F)c(F)c(F)c(F)c2F)no1,9,0,1,-2,6,-7,12,-9,6
Cc1cccc(OCCCSc2nc3ccc(C)cc3[nH]2)c1,12,2,6,-8,-2,6,16,-6,8
Cc1ccc2oc(-c3ccccc3C(=O)O)cc(=O)c2c1,0,-1,8,.,7,-8,6,-2,.
Cc1nnc(SCc2c(Cl)cccc2Cl)s1,-9,2,0,-7,-1,4,1,-5,3
COc1ccc(Cl)cc1-c1nc(-c2ccncc2)no1,8,10,-2,6,-5,5,8,-3,3

Reprinted at random: three records from the list.
mol,S1P2 blocker,EphB4 antag,FAK blocker,PostGolgi yeast,PTPN22 inh 2,LYP act,Rev-RRE block,S1P2 ag,PostGolgi ctrl
CCn1c(SCC(=O)NCc2ccccc2)nnc1-c1c[nH]c2ccccc12,2,1,1,-7,-8,7,-3,-2,1
Cc1ccc(C2=NN(C(=S)Nc3ccccc3)C(c3ccco3)C2)cc1 (stereo not drawn),-8,-1,0,-8,2,-2,3,-2,7
COc1ccccc1CN1C(=O)c2ccncc2C1=O,24,-1,-1,-2,1,-1,2,-3,2

(cont.)
mol,S1P2 blocker,EphB4 antag,FAK blocker,PostGolgi yeast,PTPN22 inh 2,LYP act,Rev-RRE block,S1P2 ag,PostGolgi ctrl
Cc1cc(C)c2nc(N3CCC(C(=O)N4CCN(c5ncccn5)CC4)CC3)sc2c1,8,-7,-8,-3,-15,14,-2,-4,30
COc1ccc(NC(=O)Nc2cccc3cccnc23)cc1,10,-4,3,-7,-5,2,0,-7,8
COc1ccc(OC)c(C2C(C(=O)c3sc(C)nc3C)=C(O)C(=O)N2CCN2CCOCC2)c1 (stereo not drawn),9,6,3,-6,-2,1,2,-4,2
CC(C)CNC(=O)COC(=O)c1cncc(Br)c1,3,3,-8,2,-12,14,7,-5,25
CCNC(=O)NC(=O)CSc1ccc(NC(C)=O)cc1,20,2,-1,6,8,-10,8,-5,-2
Cc1cc(C)nc(Nc2n[nH]c(-c3ccc(N)cc3)n2)n1,-12,1,1,7,-6,8,5,-2,9
CCOc1cc2[nH]c(=O)n(CCC(=O)NCCc3ccc(OC)c(OC)c3)c(=O)c2cc1OCC,-4,0,-1,2,-15,7,-2,1,12
N#Cc1ccc(COC(=O)C2CCC(=O)N2)cc1 (stereo not drawn),-12,2,0,-12,-7,7,2,0,-11
O=C1NC(=O)C(Nc2cccc3ccccc23)S1 (stereo not drawn),0,9,-2,.,8,-6,8,-5,.
CN(C)/C=C1\N=C(c2cccs2)OC1=O,8,4,7,4,-1,-1,10,-5,7
O=C(Nc1ccccc1Oc1ccccc1)c1ccc(Br)o1,-31,13,3,3,4,-7,10,-1,51*
COc1ccc(/C=N\NC(=O)CCN2CCN(c3ccccc3)CC2)cc1OC,-16,-1,-1,-4,8,-5,9,-5,1
O=C1C=C(NCc2ccc(Cl)cc2)CC(c2ccco2)C1 (stereo not drawn),14,3,9,-8,3,-4,5,-6,5
Cc1cc(C)c2cc(C#N)c(SCC(=O)NCC3CCCO3)nc2c1 (stereo not drawn),24,-2,-8,-2,0,0,2,-7,12
COc1cccc(-n2c(Cc3cc(=O)[nH]c(=O)[nH]3)nnc2SCC(=O)N2CCCCC2)c1,9,-5,-2,-5,-4,1,3,-3,13

mol,S1P2 blocker,EphB4 antag,FAK blocker,PostGolgi yeast,PTPN22 inh 2,LYP act,Rev-RRE block,S1P2 ag,PostGolgi ctrl
Cc1cccc(NC(=O)Cn2cnc3sc(C)c(S(=O)(=O)N4CCC(C)CC4)c3c2=O)n1,21,7,-7,5,0,4,11,-3,4
COc1ccc(-n2nc(C(=O)O)c3ccccc3c2=O)cc1,-13,0,-1,2,-1,3,0,-4,-1
COCCNC(=O)C(c1ccc(C)o1)N(C(=O)c1snc(C(N)=O)c1N)c1cc(C)cc(C)c1 (stereo not drawn),20,-1,23*,-3,-10,8,1,-5,2
O=C(NC1CCCCC1)N(Cc1ccccc1)Cc1ccco1,2,6,0,-10,1,2,4,-6,21
CN(C)S(=O)(=O)c1ccc(S(=O)(=O)N2CCCC2)cc1,-22,-2,-3,4,-15,12,4,1,2
CC12CCC(C(=O)N(CSC(=S)N/N=C\c3ccccc3Cl)C1=O)C2(C)C (stereo not drawn),5,3,-2,.,11,-14,-2,-3,.

From PubChem BioAssay
